# Compound activity as filed in PubChem BioAssay.
# D2 ag: agonists of human D2 dopamine receptor. P14416. AID 485358. activation, % at 2 µM. 340,000 tested, 0.53% active. HEK293 T-REx D2 cells, calcium flux agonist mode;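 active = activation over 3 SD above normal in the single-dose calcium agonist read, cut at about 30% in these data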; note: 0% is about no effect
#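 Calcium-flux readout, 1 cycle/sec over 180 s following compound pin transfer, in inducible HEK293 Trex D2 cells (force-coupled); dopamine controls included. Positive calcium responses during this window marked compounds as potential agonists.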
# mIDH1 inhibitor: inhibitors of human mutant IDH1 R132H. Potency, µM (top dose mostly 76.6 µM), for inactives: at the top dose activity change, negative = inhibition, hits mostly inhibitors. IDH1-R132H enzyme, NADPH consumption, diaphorase/resazurin fluorescence. 390,000 tested, 0.093% active; note: potency is the fitted concentration of half-maximal effect; % is set by controls: 0 for no effect and ±100 for the full control effect; nearly all actives have a fitted effect of over 65% in size
#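 IDH1-R132H (0.5 ug/mL) preincubated 30 min with compound, then NADPH (0.016 mM) and alpha-KG (2 mM) added; 80 min at RT, pH 7.5. Remaining NADPH coupled via diaphorase/resazurin to fluorescence (540/590 nm); concentration-response curves normalized to no-enzyme control.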
# TrxR1 inh: rat TrxR1 inhibition | AID 588453 | recombinant rTrxR1, NADPH fluorescence consumption, selenite substrate | O89049 | 390,000 tested, 1% active | Potency, µM (titrated, usually from 114 µM), without a hit: at the top dose activity change, negative = inhibition, hits mostly inhibitors; note: potency is the fitted concentration of half-maximal effect; % is set by controls: 0 for no effect and ±100 for the full control effect; nearly all actives have a fitted effect of over 65% in size
# Target sequence (O89049 whole entry, looked up): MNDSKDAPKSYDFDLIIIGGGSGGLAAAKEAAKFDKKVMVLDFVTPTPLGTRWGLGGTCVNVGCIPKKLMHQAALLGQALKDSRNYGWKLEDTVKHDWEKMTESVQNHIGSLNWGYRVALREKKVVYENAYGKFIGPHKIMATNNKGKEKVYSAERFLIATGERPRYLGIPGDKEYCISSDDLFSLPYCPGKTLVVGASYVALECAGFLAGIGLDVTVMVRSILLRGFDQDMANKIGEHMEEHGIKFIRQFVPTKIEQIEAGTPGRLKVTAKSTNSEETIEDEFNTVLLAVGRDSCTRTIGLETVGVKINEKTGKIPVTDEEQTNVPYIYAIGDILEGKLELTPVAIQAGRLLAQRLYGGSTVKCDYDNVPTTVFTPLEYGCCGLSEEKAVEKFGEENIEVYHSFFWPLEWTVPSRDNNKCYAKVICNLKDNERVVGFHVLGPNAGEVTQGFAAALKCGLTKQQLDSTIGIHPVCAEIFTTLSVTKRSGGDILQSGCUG
#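 Rat TrxR1 (90 nM in the dispensed reagent) was pre-reduced with 400 uM NADPH for 5 min at room temperature, then incubated with compound for 15 min. After 400 uM selenite was added, NADPH fluorescence (Ex 340/Em 450 nm) was followed for 8 min.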
# TrxR1 substrate: substrates of rat thioredoxin reductase 1; 390,000 tested, 0.01% active; purified TrxR1 substrate turnover, NADPH consumption readout; Potency, µM (top dose mostly 114 µM), for the others: at the highest dose activity change, negative = substrate turnover; O89049; note: potency is the fitted concentration of half-maximal effect; % is set by controls: 0 for no effect and ±100 for the full control effect; nearly all actives have a fitted effect of over 50% in size
#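 Rat TrxR1, dispensed at 90 nM, was prereduced with 400 uM NADPH (final) for 5 min at ~22 deg C, then incubated with compound 15 min before 400 uM selenite. A first-read NADPH fluorescence drop versus no-compound background flagged substrates.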
# D2 antag: D2 dopamine receptor (human) antagonism | P14416 | HEK293 TREx D2 cells, calcium flux, dopamine EC80 | inhibition, % at 10 µM | 340,000 tested, 2% active | AID 485344; in the data active = inhibition above about 30%; note: 0% is about no effect
#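 Calcium flux kinetic readout in an inducible HEK293 TREx D2 line plated overnight at 30 C. After 180 s compound exposure, an EC80 dopamine challenge follows with another 180 s kinetic read to detect antagonism.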
# USP1-UAF1 inh: USP1/UAF1 (human) deubiquitinase inhibition. Potency, µM (top dose mostly 57.1 µM), without a hit: at the top dose activity change, negative = inhibition, most hits filed as inhibitors. 390,000 tested, 0.23% active. AID 743255. recombinant USP1/UAF1, Ub-Rhodamine cleavage fluorescence; note: potency is the fitted concentration of half-maximal effect; % is set by controls: 0 for no effect and ±100 for the full control effect; nearly all actives have a fitted effect of over 60% in size; inactives centre near -12
#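 1 nM enzyme complex + cpd, 15 min RT; start with Ub-Rho 150nM final; kinetic fluorescence ex 480/em 540, 6 reads q60 s. Buffer 50mM HEPES pH 7.8, 0.5mM EDTA, 0.1 mg/ml BSA, 1mM TCEP, 0.01% Tween-20.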
# TRHR agonist: agonists of human TRH receptor | P34981 | TRHR cells, calcium flux fluo-8, FDSS agonist mode | activation, % at 2 µM | 360,000 tested, 0.18% active; in the data active = activation above about 30%; note: 0% is about no effect
# Target sequence (P34981 whole entry, looked up): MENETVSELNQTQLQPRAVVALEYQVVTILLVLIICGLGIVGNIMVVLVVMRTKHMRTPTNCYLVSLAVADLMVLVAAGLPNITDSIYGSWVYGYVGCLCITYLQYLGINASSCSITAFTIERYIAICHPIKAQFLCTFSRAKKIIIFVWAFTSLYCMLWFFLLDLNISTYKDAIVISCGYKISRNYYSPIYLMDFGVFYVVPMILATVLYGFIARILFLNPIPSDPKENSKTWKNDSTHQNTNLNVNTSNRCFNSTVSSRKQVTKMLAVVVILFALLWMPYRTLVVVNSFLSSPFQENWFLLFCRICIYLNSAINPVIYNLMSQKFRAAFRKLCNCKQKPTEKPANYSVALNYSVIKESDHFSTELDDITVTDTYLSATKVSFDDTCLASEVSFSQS
#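 Read-out: compound-evoked intracellular calcium rise in TRHR cells, fluo-8 dye, kinetic FDSS fluorescence at 1 s/cycle following a 10-cycle baseline. Cells cultured overnight before dye loading (30 min–1.5 h, RT).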
# TRHR enhancer: allosterically enhances the human TRH receptor. AID 493056. P34981. enhancement, % at 2 µM. TRHR cells, fluo-8 calcium fluorescence, EC20 TRH enhancement. 360,000 tested, 0.66% active; in the data active = enhancement above about 30%; note: 0% is about no effect
#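 TRHR-expressing cells loaded with fluo-8 calcium dye were read kinetically (ex 480/em 530) during compound addition, then stimulated with an EC20 of TRH (10 nM final). Enhancement of the Gq-mediated intracellular calcium response was scored.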
# Pin1 inhibitor: human Pin1 inhibition | Q13526 | Pin1 FP peptide displacement, HiFluor488, 10 min | Potency, µM (top dose mostly 115 µM), without a hit: at the top dose activity, negative = inhibition, actives largely listed as inhibitors | 390,000 tested, 0.009% active | AID 504891; active = well fitted inhibition curve with a large enough effect in the polarisation, with a control signal flat, not every such curve was filed as active; inconclusive = small, poorly fitted or top-dose-only effect, or effect the other way, or a change in a side signal; inactive = no such curve, though single readings can be large or run the other way; the % refers to the polarisation; note: potency is the fitted concentration of half-maximal effect; % is set by controls: 0 for no effect and ±100 for the full control effect
# Target sequence (Q13526 whole entry, looked up): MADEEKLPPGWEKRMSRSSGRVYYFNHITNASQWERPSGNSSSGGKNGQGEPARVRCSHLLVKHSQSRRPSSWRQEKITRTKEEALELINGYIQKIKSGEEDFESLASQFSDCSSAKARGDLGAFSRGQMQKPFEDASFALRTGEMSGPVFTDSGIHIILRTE
# An asterisk follows results filed as active; ? = inconclusive; nt = no result given; [ ] = remark or other dose. Unless noted, calls come from the whole dose curve; as a rule, active = well fitted inhibition curve with a large enough effect; inconclusive = small, poorly fitted or top-dose-only effect; inactive = no such curve, though single readings can be large or run the other way.
SMILES,D2 ag,mIDH1 inhibitor,TrxR1 inh,TrxR1 substrate,D2 antag,USP1-UAF1 inh,TRHR agonist,TRHR enhancer,Pin1 inhibitor
COc1ccc(/C=C(\C#N)C(=O)C(C)(C)n2cncn2)cc1,1.6,0.1%,-0.7%,2.0%,3.8,-18.6%,2.5,4.8,?
COCCOC(=O)c1c(C)oc2ccc(NS(=O)(=O)c3ccc(C(=O)O)cc3)cc12,-0.8,-0.6%,-12.8%,-1.6%,-8.0,-15.6%,0.1,-4.4,-19.2%
CCc1nnc(NC(=O)CSc2nc3cc(OC)ccc3cc2C)s1,1.6,-10.9%,29.4%[57.1 µM],11.4%[57.1 µM],10.8,-9.0%,-0.1,-0.5,-0.9%
CC[C@]12c3[nH]c4cc(CCC(=O)N(C)C)ccc4c3CCN1C(=O)[C@@H](CC(=O)NCCCN(C)C)C[C@@H]2C(=O)N1CCN(C(=O)c2ccco2)CC1,nt,4.2%,16.0%,-0.2%,nt,-5.8%,nt,nt,4.2%
CC(C)CC(=O)NC(C)C(c1cccs1)N1CCOCC1 (stereo not given),0.3,3.1%,2.2%,2.3%,-7.3,-11.8%,-0.5,-2.6,3.8%
N#Cc1c(SCC(N)=O)nsc1SCc1ccc(Cl)cc1,-1.8,8.5%,-17.1%,-8.1%,-15.0,-24.7%,0.4,5.1,0.2%
COc1cc(/C=C2/SC(=S)NC2=O)ccc1OS(=O)(=O)c1ccc(C)cc1,5.5,?,-11.5%[57.1 µM],3.6%[57.1 µM],-3.0,?,0.9,-2.4,?
O=C(NCCNC(=O)c1ccc(Br)o1)c1ccc(Br)o1,0.8,-2.5%,-26.1%,8.7%[57.1 µM],-9.3,12.5%,2.7,37.6*,1.1%
COc1ccc(CC(=O)NCc2ccc3c(c2)CCN3C(=O)c2ccccc2)cc1OC,0.4,10.4%,4.2%[57.1 µM],3.5%[57.1 µM],nt,-5.7%,-1.0,1.1,0.6%
COc1ccc(Cl)cc1S(=O)(=O)NCc1nc2nc(C)cc(C)n2n1,0.9,-10.8%,14.1%[57.1 µM],5.8%[57.1 µM],28.3,-3.6%,0.0,-1.5,-0.8%
Cc1c(NC(=O)C(C)OC(=O)c2cc3c4ccccc4n(C)c3s2)c(=O)n(-c2ccccc2)n1C (stereo not given),0.9,1.0%,-1.2%,22.5%,11.4,-25.7%,-1.6,1.6,13.9%
C=CCN(CC=C)CCOc1ccccc1F,-1.2,3.4%,13.2%,1.8%,-1.6,-11.0%,-2.1,3.4,-9.8%
Cc1cc(-c2ccc3ccccc3c2)n2ncnc2n1,11.4,6.9%,-12.9%,22.5%,-21.5,-19.9%,-0.7,3.3,2.3%
CSc1ccccc1OCc1cc(C(=O)N2CCN(Cc3nccn3C)CC2)no1,0.2,5.5%,2.5%,-4.5%,-13.2,-2.6%,0.9,2.4,-4.6%
CC(C)(C)CC(=O)Nc1nnc(SCC(=O)NC2CCCCC2)s1,1.8,5.2%,6.2%,-3.0%,-3.9,-17.8%,-0.6,0.3,-3.4%
CCN(C(=O)COC(=O)c1ccccc1SCC(=O)NC1CCCCCCC1)C1CCS(=O)(=O)C1 (stereo not given),0.3,1.2%,-0.2%,-3.6%,5.6,-15.4%,0.7,7.6,-2.4%
COC(=O)[C@@]12CCCN1[C@H](c1ccc(-c3ccc(Cl)c(Cl)c3)c(OC)c1)[C@H]1C(=O)N(C)C(=O)[C@H]12,nt,7.1%,14.6%[57.1 µM],-5.1%[57.1 µM],nt,?,nt,nt,51.6%[activator]
COc1ccc(NC(=O)COC(=O)CCC2CCCCC2)cc1,nt,2.3%,17.2%[57.1 µM],-1.1%[2.29 µM],nt,-12.1%,nt,nt,-9.0%
CCOc1ccc(-n2c(=O)c3ccccc3c3ccccc3c2=O)cc1,-1.1,-7.2%,2.0%[57.1 µM],0.8%,0.0,-25.2%,-0.5,-2.1,0.9%
O=C(O)Cc1ccc(NC(=O)c2ccc3c(c2)C(=O)N(Cc2ccco2)C3=O)cc1,-0.7,0.9%,?,-8.7%,-0.5,1.2%,0.3,16.9,?
Cn1c(=O)cc(Nc2ccccc2)[nH]c1=O,2.3,-1.9%,16.8%[57.1 µM],-7.4%,4.3,-16.1%,1.0,23.9,0.0%
S=c1nc2ccccc2c2nc(-c3cccnc3)[nH]n12,1.0,-5.5%,?,-6.4%,2.9,-15.3%,0.2,0.7,-9.8%
CC(=O)Nc1ccc(NC(=O)CSc2cn(CC(=O)N3CCOCC3)c3ccccc23)cc1,-0.6,2.7%,19.1%,0.1%,-6.3,-9.1%,0.8,1.1,-4.8%
O=C(COc1ccc(Cl)cc1)NCCCn1ccnc1,0.0,9.7%,10.3%,8.1%,-5.0,-18.1%,0.4,-1.7,8.7%
CCOc1ccc(C(=O)NCC(=O)OCc2ccc(F)cc2Cl)cc1,nt,3.5%,29.9%,6.6%,nt,-17.2%,-2.2,-0.9,0.0%
SMILES,D2 ag,mIDH1 inhibitor,TrxR1 inh,TrxR1 substrate,D2 antag,USP1-UAF1 inh,TRHR agonist,TRHR enhancer,Pin1 inhibitor
CCOC(=O)CN1C(=O)N[C@@H](c2ccco2)C(C(C)=O)=C1C,nt,25.9%,9.4%[57.1 µM],5.6%[57.1 µM],nt,-27.9%,nt,nt,-0.3%
Cc1cc(C(F)(F)F)nc(SCC(=O)NC2=NC(=O)C(C)S2)n1 (stereo not given),-0.1,1.0%,8.0%,9.0%,-1.3,-4.8%,-0.3,-2.1,0.2%
COc1ccccc1N(CCN1C(=O)c2cccc3cccc(c23)C1=O)C(=O)c1ccncc1,1.8,nt,nt,nt,-0.8,nt,1.6,-2.5,nt
COc1ccc(-c2nc3nc(C)cc(Nc4cccc(C(F)(F)F)c4)n3n2)cc1,-0.2,10.1%,12.8%,4.7%,nt,-20.6%,1.1,-2.5,18.1%
COC(=O)c1cc(S(=O)(=O)N2CCN(c3ccc(OC)cc3)CC2)cn1C,0.6,11.4%,6.2%,4.5%,-46.2,-17.0%,0.0,4.5,-0.3%
Cc1ccc(-n2nc(C)c3c(C)onc3c2=O)cc1,0.2,5.4%,13.3%,-3.2%,1.4,-20.5%,-0.2,0.5,4.1%
COc1ccc(-c2nc(NC(C)=O)sc2-c2ccc(OC)cc2)cc1,nt,-0.1%,3.8%[57.1 µM],14.6%,nt,-10.0%,-0.6,-7.8,4.5%
Cc1ccc(-c2nnn(CC(=O)NC(=O)NC3CCCCC3)n2)cc1,-0.3,4.6%,0.9%,-1.5%,-3.1,-13.7%,0.5,5.2,2.4%
COCCNC(=O)c1cn(Cc2c(F)cccc2Cl)nn1,0.2,22.5%,-3.7%,-7.0%,19.4,7.4%,0.9,4.0,2.0%
Cc1ccc(S(=O)(=O)N2CCC(C(=O)OCC(=O)N3CCCCC3C)CC2)cc1C (stereo not given),1.6,12.3%,0.0%,-2.7%,9.7,-19.2%,-0.4,2.1,0.1%
Cc1ccc(NC(=O)CSCC(=O)Nc2ncc3c(n2)CC(c2ccco2)CC3=O)cc1 (stereo not given),2.6,5.8%,?,3.3%,-5.9,-12.4%,0.1,-1.5,?
Cn1c(O)c(N=NC(=O)CNC(=O)/C=C/c2ccccc2)c2ccccc21,0.3,8.5%,22.2%,-2.3%,-6.6,-16.3%,-2.2,0.2,4.3%
COc1ccccc1CNC(=O)CCC1N=C2c3ccccc3N=C(SCC(=O)NCC3CCCO3)N2C1=O (stereo not given),-1.2,0.0%,5.4%,5.4%,6.3,-14.3%,0.4,0.6,-3.3%
CCOC(=O)N1CCC(NC(=O)c2ccc(CO)c(C(=O)NC3CCN(C(=O)OCC)CC3)c2)CC1,0.5,-0.7%,9.1%,2.0%,-1.5,-5.3%,0.3,1.5,8.0%
O=C(Cc1ccc(F)cc1)OCC(=O)N1CCN(S(=O)(=O)c2ccc(Cl)cc2)CC1,0.3,0.0%,11.5%,-0.8%,14.0,0.3%,-0.6,5.8,5.9%
CC1CCN(c2nc3ccc(C(=O)N4CCN(Cc5ccccc5)CC4)cc3s2)CC1,1.1,4.6%,-8.4%,-2.7%,1.9,?,3.1,7.2,5.5%
c1cncc(CNc2nc(N3CCOCC3)nc(N3CCOCC3)n2)c1,1.0,0.9%,13.0%,-4.1%,-1.4,-25.1%,-0.3,8.6,-2.9%
COc1ccc(N2CC(NC(=O)COc3cccc(C)c3)CC2=O)cc1OC (stereo not given),0.6,11.0%,17.5%[57.1 µM],1.7%[57.1 µM],nt,-3.3%,0.2,-4.8,-1.6%
N/C(=N\OC(=O)CC1CCCCC1)c1ccccc1,-0.3,1.2%,3.4%,-3.8%,-3.6,-0.9%,0.0,12.9,-9.9%
Cc1onc(-c2c(F)cccc2Cl)c1C(=O)OCC(=O)N1C(C)CCCC1C (stereo not given),nt,-4.5%,2.5%,-2.3%,nt,-2.0%,nt,nt,-0.3%
O=C(NC(=O)c1ccccc1)Nc1ccc(-n2nc(C(F)(F)F)cc2C(F)(F)F)cc1,0.6,-14.6%,9.2%,0.3%,nt,-20.5%,2.7,-3.5,0.8%
COc1cc2c(cc1OC)C(Cc1cc(OC)c(OC)cc1[N+](=O)[O-])=NCC2,nt,3.0%,-4.6%[11.4 µM],9.4%[11.4 µM],nt,-24.3%,nt,nt,4.5%
CCOC(=O)C1=C(C)NC(SCc2cc(=O)[nH][nH]2)=C(C#N)C1c1cccs1 (stereo not given),0.3,1.2%,?,3.5%,-8.4,-22.4%,-0.1,1.1,4.7%

# Some entries already given, showing only TrxR1 substrate and D2 antag:
SMILES,TrxR1 substrate,D2 antag
COc1ccc(-c2nc3nc(C)cc(Nc4cccc(C(F)(F)F)c4)n3n2)cc1,4.7%,nt
COc1ccc(-c2nc(NC(C)=O)sc2-c2ccc(OC)cc2)cc1,14.6%,nt

# Not all compounds are listed; the hit share may differ from the screen's.
